Screens: PubChem, Sanford-Burnham Center for Chemical Genomics
tim23-1 inh – tim23-1 yeast growth inhibition; S. cerevisiae tim23-1 growth, BacTiter-Glo luminescence, 24 h; inhibition, % at 20 µM; 330,000 compounds, 1.3% hits;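 active = growth inhibition of the mutant yeast at or above 50%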;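 also: temperature-sensitive mutant grown at 25 °C; plate controls were DMSO-treated mutant yeast for no effect and medium wells lacking yeast for full effect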
tim10-1 inh – tim10-1 yeast growth inhibition | inhibition, % at 20 µM | S. cerevisiae tim10-1 ts strain growth, BacTiter-Glo, 24 h | 330,000 compounds, 2.2% hits;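 active = inhibition of at least 40%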;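 also: mutant grown at 25 °C; 0% = DMSO wells with yeast and 100% = wells holding no yeast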
UPR XBP1 act – adaptive UPR (XBP1) activation | CHO-XBP1 luciferase reporter, IRE1-XBP1 UPR activation, luminescence; percent of tunicamycin response, DMSO as zero | activation, % at 20 µM | 330,000 compounds, 0.33% hits;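 active = versus positive control, 20 µM dose yields 30% or more activation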;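 also: 100% = tunicamycin at 10 µg/mL and 0% = DMSO only wells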
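Material – CHO cell line with stable XBP1 luciferase reporter · Buffer or medium – F12 plus 10% FBS · Compound – single point, 20 µM final compound, 1% DMSO · Schedule – 16-18 h cell attachment at 37 °C, then 6 h compound exposure · Signal – Steady-Glo luminescence read · Benchmarks – high control tunicamycin 10 µg/mL final, low control DMSO vehicle only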
UPR CHOP act – apoptotic UPR (CHOP) activation | CHO-CHOP luciferase reporter, luminescence; percent of tunicamycin response over DMSO baseline | activation, % at 10 µM | 330,000 compounds, 0.34% hits;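 active = at 10 µM dose, activation of 40% or more, normalized to positive control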;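 also: 100% = tunicamycin at 10 µg/mL and 0% = DMSO alone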
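Material: CHO-CHOP cells, stable luciferase reporter of PERK-eIF2a-CHOP signalling; quantity: 500 reporter cells seeded per well; buffer or medium: F12 medium containing 10% fetal bovine serum; compound: one dose, 10 µM in 0.5% DMSO; incubation: 6 h compound treatment, 37 °C; measured by: Steady-Glo luciferase luminescence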
APJ antagonist – APJ receptor antagonism; inhibition, % at 20 µM; 330,000 compounds, 0.32% hits; CHO-K1 APJ beta-arrestin complementation, luminescence; P35414;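 active = inhibition above about 40% at 20 µM, limit read from the data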;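 also: cells challenged with 10 nM apelin-13 agonist together with compound; plate controls were apelin-13 plus DMSO wells for no effect and DMSO wells lacking apelin-13 for full effect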
Target sequence (P35414 whole entry, looked up): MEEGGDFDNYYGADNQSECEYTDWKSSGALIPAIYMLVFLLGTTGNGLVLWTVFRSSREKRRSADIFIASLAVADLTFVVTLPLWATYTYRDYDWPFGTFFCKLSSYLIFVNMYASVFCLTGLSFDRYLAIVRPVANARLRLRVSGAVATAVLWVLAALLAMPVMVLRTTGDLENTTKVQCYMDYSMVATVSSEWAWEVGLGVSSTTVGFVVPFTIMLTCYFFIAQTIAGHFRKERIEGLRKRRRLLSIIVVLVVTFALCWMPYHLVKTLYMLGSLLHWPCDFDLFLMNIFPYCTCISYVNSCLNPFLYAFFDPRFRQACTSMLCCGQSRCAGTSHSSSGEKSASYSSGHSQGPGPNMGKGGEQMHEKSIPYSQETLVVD
Mdm2-MdmX inh – inhibitors of human Mdm2/MdmX interaction; O15151+Q00987; SaOS-2 split-luciferase Mdm2/MdmX complementation, luminescence; inhibition, % at 8 µM; 330,000 compounds, 3% hits; AID 485346;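 active = inhibition of at least 50% at 8 µM in the primary screen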
TIM10 inh – inhibits growth of TIM10 yeast strain. S. cerevisiae TIM10 strain growth, BacTiter-Glo luminescence, 24 h. inhibition, % at 10 µM. 330,000 compounds, 1.4% hits;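 active = inhibition of 40% or more at the single tested concentration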;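 also: wild-type TIM10 isogenic control strain grown at permissive 25 °C; 0% = DMSO yeast wells and 100% = minimal medium wells without yeast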
APJ agonist – agonists of human APJ apelin receptor; P35414; CHO-K1 APJ PathHunter beta-arrestin, luminescence; 0% DMSO wells, 100% apelin; activation, % at 20 µM; 330,000 compounds, 0.11% hits; AID 2520;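 active = activation more than six SD over the plate average, tested at 20 µM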;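 also: 0% = DMSO alone and 100% = apelin-13 at 10 nM; some results filed as inactive read as strong as hits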
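assay system = CHO-K1 APJ beta-arrestin complementation cell line | input = cell density 1000 per well | dosing = compound 20 µM once, DMSO 1% | timing = compound 90 min 25 °C, reagent 1 h | measured by = luminescence from split beta-galactosidase complementation, Galacton Star/Emerald II substrate | read-out basis = APJ agonist activity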
CXCR6 inh – inhibitors of human CXCR6 receptor | O00574 | inhibition, % at 20 µM | 360,000 compounds, 0.36% hits | AID 602244 | CHO-K1 PathHunter CXCR6 beta-arrestin, luminescence; in the data active = inhibition above about 34%, passing the limit was not always enough;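 also: antagonist mode with CXCL16 agonist at 10 nM final; 0% = 10 nM CXCL16 with DMSO and 100% = unstimulated wells without agonist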
Target sequence (O00574 whole entry, looked up): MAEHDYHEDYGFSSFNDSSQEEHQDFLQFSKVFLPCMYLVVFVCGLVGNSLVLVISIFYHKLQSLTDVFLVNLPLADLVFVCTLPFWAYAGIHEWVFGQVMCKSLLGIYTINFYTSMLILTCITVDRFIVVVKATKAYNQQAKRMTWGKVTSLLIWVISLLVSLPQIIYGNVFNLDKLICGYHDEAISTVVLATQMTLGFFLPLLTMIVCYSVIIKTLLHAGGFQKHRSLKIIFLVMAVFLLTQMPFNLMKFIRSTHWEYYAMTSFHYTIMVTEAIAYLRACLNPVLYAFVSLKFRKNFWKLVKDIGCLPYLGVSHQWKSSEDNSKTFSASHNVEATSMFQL
The depositor's hits bear a star. These rows are one share of the data; count on the stated rates, not on these rows.

No. | SMILES | tim23-1 inh | tim10-1 inh | UPR XBP1 act | UPR CHOP act | APJ antagonist
1 | CCCNC(=O)c1onc(CSc2cccc(OC)c2)c1C(=O)NCCC | 18 | 13 | 3 | -2.8 | -6
2 | CCCCc1cc(=O)oc2cc(C)cc(OC(C)C(=O)NCc3ccccn3)c12 (stereo not given) | -19 | 28 | -9 | -0.5 | -2
3 | Nc1nnnn1/N=C/C(Br)=C/c1ccccc1 | 37 | 46* | -3 | 109* | 0
4 | CN(C)/C=N/N(C)c1ncccc1[N+](=O)[O-] | -10 | -27 | 2 | -2.2 | 5
5 | COc1ccc(Cl)cc1C(=O)NNC(=O)CCNC(C)=O | 13 | -6 | 1 | -1.2 | 25
6 | COc1ccccc1CNS(=O)(=O)c1ccc(Cl)s1 | 20 | 11 | -1 | 1.5 | 13
7 | OCCC1CN(Cc2cnc(N3CCCC3)s2)CCN1Cc1ccccc1 (stereo not given) | 5 | 0 | 1 | -1.2 | 2
8 | C/C=C/C(=O)OCC(=O)Nc1ccc(OC)c(Cl)c1 | -4 | -12 | -2 | 0.5 | 5
9 | COc1ccc(C(=O)Nc2cccc(NC(=O)c3cccs3)c2)cc1 | 0 | -7 | 0 | 0.9 | -6
10 | COc1ccc(Nc2nc(N)nc(CN(C)C3CCCCC3)n2)cc1 | -1 | 16 | 2 | 1.6 | 14
11 | CN(C)c1cc[n+](CC(=O)c2cccs2)cc1 | 2 | -3 | -4 | 0.9 | 2
12 | COc1ccccc1N(CC(=O)N(c1ccccc1)C(C)C)S(=O)(=O)c1cccs1 | 18 | 19 | 1 | 0.4 | 20
13 | CCCc1c(-c2ccc(O)cc2)nn(-c2ccc(O)cc2)c1-c1ccc(O)cc1 | 23 | 15 | -8 | 2.3 | 14
14 | COc1ccc(-n2nc(C(=O)NCC(=O)NCc3cccc(F)c3)c3ccccc3c2=O)cc1Cl | 2 | 2 | 3 | -0.1 | -18
15 | COc1ccc(Oc2ccc(-c3ccn[nH]3)cc2)cc1 | 0 | 0 | -1 | 4.8 | 4

No. | Mdm2-MdmX inh | TIM10 inh | APJ agonist | CXCR6 inh
1 | 6 | 10 | 7 | -7
2 | 17 | 2 | -4 | 8
3 | 100* | 55* | 0 | 17
4 | -10 | -19 | -1 | 2
5 | -4 | -7 | -3 | 0
6 | -18 | 12 | 3 | 0
7 | -5 | -6 | 0 | -8
8 | 7 | -6 | -2 | -7
9 | 4 | -10 | -1 | 1
10 | -47 | 1 | -3 | 4
11 | 12 | 2 | -1 | -3
12 | -2 | 9 | -4 | 17
13 | 46 | 7 | -3 | 1
14 | 2 | -13 | -1 | 0
15 | 4 | 17 | 5 | 0

Continued, starting with the last 4 of the part before.
No. | SMILES | tim23-1 inh | tim10-1 inh | UPR XBP1 act | UPR CHOP act | APJ antagonist
12 | COc1ccccc1N(CC(=O)N(c1ccccc1)C(C)C)S(=O)(=O)c1cccs1 | 18 | 19 | 1 | 0.4 | 20
13 | CCCc1c(-c2ccc(O)cc2)nn(-c2ccc(O)cc2)c1-c1ccc(O)cc1 | 23 | 15 | -8 | 2.3 | 14
14 | COc1ccc(-n2nc(C(=O)NCC(=O)NCc3cccc(F)c3)c3ccccc3c2=O)cc1Cl | 2 | 2 | 3 | -0.1 | -18
15 | COc1ccc(Oc2ccc(-c3ccn[nH]3)cc2)cc1 | 0 | 0 | -1 | 4.8 | 4
16 | Cc1c(NS(=O)(=O)c2ccc3c(c2)CCN3C(=O)C2CC2)c(=O)n(-c2ccccc2)n1C | 16 | 9 | 1 | -1.0 | 3
17 | COc1ccc(CNC(=O)C2COc3ccccc3O2)cc1 (stereo not given) | -19 | -8 | -2 | 1.1 | 10
18 | O=C(/C=C/c1ccco1)NC(=S)Nc1ccc(N2CCOCC2)c(Cl)c1 | -6 | -2 | 6 | -1.7 | 4
19 | CCCC(=O)Nc1ccc(Cl)c(NC(=S)NC(=O)c2cc3ccccc3o2)c1 | -19 | 0 | -1 | 3.5 | 33
20 | Fc1ccccc1CN1CCN(c2ncccn2)CC1 | 8 | 1 | -5 | -0.4 | -9
21 | O=C(NCC1CCCO1)c1ccc2c(=O)n(Cc3cccc(Br)c3)c(=S)[nH]c2c1 (stereo not given) | -11 | -26 | 5 | -1.4 | 20
22 | COc1cccc(NC(=O)c2ccccc2-c2ccccc2)c1 | 22 | 21 | -1 | 0.3 | -2
23 | COC(=O)c1c(-c2ccc(OC)cc2)oc2ccc(-c3cc(OC)c(OC)c(OC)c3)cc12 | 4 | 9 | 1 | 0.7 | -61
24 | Cc1ccc2cc(C=O)c(N3CCOCC3)nc2c1C | 47 | 34 | -4 | 0.7 | 11
25 | COc1ccccc1NC(=O)N1CCCC1 | -7 | -9 | -1 | -0.9 | 8
26 | COc1cccc(NC=C2C(=O)OC3(CCCCC3)OC2=O)c1 | 74* | 66* | 1 | 11 | -9
27 | CCOCCCNC(=O)c1ccc2nc(-c3ccc(OC)c(OC)c3)c(-c3ccc(OC)c(OC)c3)nc2c1 | 22 | -15 | -2 | 0.0 | -19
28 | O=C(Nc1ccncc1)c1ccc(NS(=O)(=O)c2ccc3[nH]c(=O)[nH]c3c2)cc1 | 2 | -12 | 4 | 1.3 | -29
29 | CCOc1ccccc1NC(=O)c1cnc2n(c1=O)CCS2 | -4 | -1 | 0 | 1.2 | 13
30 | COc1c2c(nc3occc13)C(CC=C(C)C)(OC)C(O)CC2 (stereo not given) | 22 | 25 | -2 | 2.4 | 4

No. | Mdm2-MdmX inh | TIM10 inh | APJ agonist | CXCR6 inh
12 | -2 | 9 | -4 | 17
13 | 46 | 7 | -3 | 1
14 | 2 | -13 | -1 | 0
15 | 4 | 17 | 5 | 0
16 | 16 | 1 | 0 | 2
17 | -8 | -22 | -2 | 5
18 | 45 | 4 | -5 | 1
19 | 15 | 0 | -7 | 7
20 | -19 | 0 | 1 | 1
21 | 58* | -8 | -1 | 9
22 | -2 | 17 | -5 | -1
23 | 18 | 2 | -2 | 0
24 | -9 | 24 | 0 | -6
25 | 31 | 0 | -2 | -4
26 | 8 | 58* | -1 | -7
27 | -2 | 4 | -4 | 1
28 | 7 | 6 | 3 | -7
29 | -57 | -24 | 2 | -3
30 | -5 | 34 | 1 | 1

(further entries)
No. | SMILES | tim23-1 inh | tim10-1 inh | UPR XBP1 act | UPR CHOP act | APJ antagonist
31 | CN(CC(=O)Nc1ccc(C(N)=O)cc1)CC(=O)Nc1ccccc1Cl | 7 | 18 | -3 | 0.9 | -14
32 | CCOC(=O)CSc1n[nH]c(NC(=O)NC(C)C)n1 | 7 | 11 | 1 | -2.1 | 17
33 | COc1ccc(/C=C2\CCCc3c2nc2ccc(C)cc2c3C(=O)O)cc1O | 13 | 10 | -1 | -0.8 | -11
34 | O=c1[nH]c2cc3c(cc2cc1CN(Cc1cccnc1)Cc1nnnn1Cc1ccco1)OCCO3 | 21 | 15 | -2 | -1.0 | -5
35 | Cc1ccc(S(=O)(=O)N(CC(=O)NCc2cccnc2)c2ccc(F)cc2)cc1 | 10 | 12 | 1 | 1.3 | -4
36 | COCc1cc(C)nc(SCC(=O)N2CCC(C)CC2)c1C#N | 6 | 13 | -2 | -0.1 | -10
37 | Cc1noc(C)c1NC(=O)N(C)C[C@H]1Oc2c(NC(=O)NC(C)C)cccc2C(=O)N([C@H](C)CO)C[C@@H]1C | 9 | -7 | -2 | 0.5 | 4
38 | CCOC(=O)C1(CCOc2ccccc2)CCN(CCCn2cccn2)CC1 | 3 | -4 | 1 | -0.2 | 10
39 | CCCCCOc1ccc(C2NC(=O)NC2=O)cc1 (stereo not given) | 6 | -4 | -1 | 0.1 | -11
40 | COC(=O)c1ccc(S(=O)(=O)N2CCc3ccccc3C2)cc1 | -4 | -8 | -2 | -1.2 | -4
41 | CC(=O)Nc1ccc(NC(=O)CSc2nnnn2-c2ccccc2F)cc1 | 2 | -1 | -2 | 0.1 | 3
42 | Cc1ccc(C2CCN(C(=O)Nc3ccc(F)cc3)C2)cc1 (stereo not given) | 19 | -12 | -1 | 0.6 | -4
43 | O=C(CN1CCN(c2ccccn2)CC1)N1c2ccccc2Sc2ccc(C(F)(F)F)cc21 | 38 | 35 | 1 | -2.2 | 17
44 | O=C(OCc1cc(=O)n2c(n1)sc1ccccc12)c1ccc(O)cc1O | -7 | -3 | 1 | 4.4 | -13
45 | CCN(CC)Cc1cc(CCNC(=O)c2ccc(Cl)cc2)ccc1O | -1 | 5 | 0 | 0.2 | 1

No. | Mdm2-MdmX inh | TIM10 inh | APJ agonist | CXCR6 inh
31 | 7 | -1 | -2 | 2
32 | 5 | 11 | -1 | -2
33 | -3 | -10 | -1 | 2
34 | 3 | 4 | 2 | 0
35 | -2 | -12 | 0 | 6
36 | -4 | 14 | 0 | -1
37 | 2 | -5 | -3 | -7
38 | 5 | 2 | -4 | 3
39 | -10 | 4 | -4 | 2
40 | 17 | -8 | 0 | -5
41 | 5 | 5 | 1 | 2
42 | -33 | 8 | -2 | 9
43 | 28 | 24 | -5 | 9
44 | 28 | -5 | -1 | -6
45 | 5 | -11 | -5 | 3

Next part.
No. | SMILES | tim23-1 inh | tim10-1 inh | UPR XBP1 act | UPR CHOP act | APJ antagonist
46 | Cn1cc(CN2CCCC(C(=O)Nc3cccc(-n4cccn4)c3)C2)cn1 (stereo not given) | -7 | -4 | -2 | 4.6 | 0
47 | N#Cc1c(-c2ccc(F)cc2)c2c([nH]c1=O)-c1ccccc1OC2 | 6 | 2 | -1 | 0.9 | 1
48 | Cc1ccc2[nH]c(C(=O)NCCN3CCCC3)cc2c1 | -5 | -4 | 2 | -0.3 | 3
49 | CC(C)(C)C(=O)N1CCN(c2ccc(NC(=O)c3ccc([N+](=O)[O-])o3)cc2)CC1 | 40 | 32 | 2 | 59* | -54
50 | O=C(O)C1CCCCN1S(=O)(=O)c1ccc(Cl)s1 (stereo not given) | 3 | -13 | -1 | 4.2 | -1
51 | CN(C)c1ccc(C(=S)N2CCCC2)cc1Br | 11 | -7 | 1 | 1.0 | 5

No. | Mdm2-MdmX inh | TIM10 inh | APJ agonist | CXCR6 inh
46 | 18 | -4 | -4 | 3
47 | 15 | 22 | 1 | -5
48 | -13 | -8 | -1 | -11
49 | 54* | 22 | 0 | -9
50 | 10 | 8 | -3 | 2
51 | 21 | 11 | -4 | -11

Sorted by length of the SMILES (low to high): part of the list above
No. | SMILES | tim23-1 inh | tim10-1 inh | UPR XBP1 act | UPR CHOP act | APJ antagonist
11 | CN(C)c1cc[n+](CC(=O)c2cccs2)cc1 | 2 | -3 | -4 | 0.9 | 2
4 | CN(C)/C=N/N(C)c1ncccc1[N+](=O)[O-] | -10 | -27 | 2 | -2.2 | 5
7 | OCCC1CN(Cc2cnc(N3CCCC3)s2)CCN1Cc1ccccc1 (stereo not given) | 5 | 0 | 1 | -1.2 | 2

No. | Mdm2-MdmX inh | TIM10 inh | APJ agonist | CXCR6 inh
11 | 12 | 2 | -1 | -3
4 | -10 | -19 | -1 | 2
7 | -5 | -6 | 0 | -8
